Compound activity: PubChem, National Center for Advancing Translational Sciences (NCATS)
RGS4 inh: blocks human RGS4-accelerated GTP hydrolysis; 0.039% of 390,000 active; Potency, µM (highest dose often 114 µM), for the others: at the highest dose activity change, negative = inhibition, hits mostly inhibitors; P49798; AID 504845; Transcreener GDP fluorescence polarization, RGS4-accelerated GTP hydrolysis; also: potency is read from the fitted curve at half-maximal effect; % is scaled to controls: 0 for no effect and ±100 for the full control effect; nearly all actives have a fitted effect of over 75% in size; some results filed as inactive show a strong effect at the top dose
Target sequence (P49798 whole entry, looked up): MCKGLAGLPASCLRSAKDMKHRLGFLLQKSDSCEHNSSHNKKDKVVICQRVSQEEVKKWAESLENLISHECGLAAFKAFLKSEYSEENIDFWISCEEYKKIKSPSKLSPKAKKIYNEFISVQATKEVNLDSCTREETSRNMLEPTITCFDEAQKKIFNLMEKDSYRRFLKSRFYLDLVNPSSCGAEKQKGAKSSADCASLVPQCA
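MLSMR compounds (23 nl, pin-transferred) preincubated 10 min at room temperature with a 500nM (2x) first reagent, then RGS4 at 900nM (2x) plus Transcreener GDP mix added; fluorescence polarization (620/688 nm) read before and after 90 min at 30 °C.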
Vif-A3F inh: Vif-A3F binding inhibition. HeLa A3F-eYFP + Vif (tagged APOBEC3F with the HIV-1 protein that degrades it), YFP fluorescence increase. Potency, µM (series often up to 46.1 µM), without a hit: at the top dose activity, negative = active. 0.2% of 390,000 active. AID 602313; also: potency is read from the fitted curve at half-maximal effect; % of control where 0% means no effect; nearly all actives have a fitted effect of over 65% in size
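Fluorescence increase (Ex 488/Em 500-530) after overnight compound treatment at 37 deg C flags inhibition of Vif-driven A3F-eYFP loss in stable HeLa A3F-eYFP/Vif cells seeded overnight beforehand.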
mIDH1 inhibitor: blocks human mutant IDH1 R132H enzyme; 0.093% of 390,000 active; AID 602179; Potency, µM (titrated, usually from 76.6 µM), inactives show at the top dose activity change, negative = inhibition, hits mostly inhibitors; O75874; IDH1-R132H enzyme, NADPH consumption, diaphorase/resazurin fluorescence; also: potency is read from the fitted curve at half-maximal effect; % is scaled to controls: 0 for no effect and ±100 for the full control effect; nearly all actives have a fitted effect of over 65% in size
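IDH1-R132H (0.5 ug/mL) preincubated 30 min with compound, then NADPH (0.016 mM) and alpha-KG (2 mM) added; 80 min at RT, pH 7.5. Remaining NADPH coupled via diaphorase/resazurin to fluorescence (540/590 nm); concentration-response curves normalized to no-enzyme control.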
LDHA inh: LDHA (human) enzyme inhibition; purified LDHA, NADH/diaphorase-resazurin fluorescence; hits give low values; activity change, % (values are at about 110 or 230 µM); 0.15% of 480,000 active; AID 1347041; in the data active = activity change below about -30%; inconclusive = mostly about -25% to -30%;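 also: plate controls were DMSO wells for no effect and wells without enzyme for full effect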
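Remaining NADH was detected by diaphorase (0.133 mg/mL) converting 37 µM resazurin to fluorescent resorufin, read at 0 and 20 minutes. The preceding 5-minute room-temperature reaction used 2 nM LDHA, 0.2 mM sodium pyruvate and 0.06 mM NADH at pH 7.4.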
USP1-UAF1 inh: USP1/UAF1 (human) deubiquitinase inhibition; O94782; 0.23% of 390,000 active; Potency, µM (highest dose often 57.1 µM), for the others: top-dose activity change, negative = inhibition, hits mostly inhibitors; recombinant USP1/UAF1, Ub-Rhodamine cleavage fluorescence; also: potency is read from the fitted curve at half-maximal effect; % is scaled to controls: 0 for no effect and ±100 for the full control effect; nearly all actives have a fitted effect of over 60% in size; inactives centre near -12
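1 nM enzyme complex + cpd, 15 min RT; start with Ub-Rho 150nM final; kinetic fluorescence ex 480/em 540, 6 reads q60 s. Buffer 50mM HEPES pH 7.8, 0.5mM EDTA, 0.1 mg/ml BSA, 1mM TCEP, 0.01% Tween-20.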
TrxR1 substrate: rat thioredoxin reductase 1 substrate activity | O89049 | purified TrxR1 substrate turnover, NADPH consumption readout | Potency, µM (series often up to 114 µM), without a hit: top-dose activity change, negative = substrate turnover | 0.01% of 390,000 active | AID 588456; also: potency is read from the fitted curve at half-maximal effect; % is scaled to controls: 0 for no effect and ±100 for the full control effect; nearly all actives have a fitted effect of over 50% in size
Target sequence (O89049 whole entry, looked up): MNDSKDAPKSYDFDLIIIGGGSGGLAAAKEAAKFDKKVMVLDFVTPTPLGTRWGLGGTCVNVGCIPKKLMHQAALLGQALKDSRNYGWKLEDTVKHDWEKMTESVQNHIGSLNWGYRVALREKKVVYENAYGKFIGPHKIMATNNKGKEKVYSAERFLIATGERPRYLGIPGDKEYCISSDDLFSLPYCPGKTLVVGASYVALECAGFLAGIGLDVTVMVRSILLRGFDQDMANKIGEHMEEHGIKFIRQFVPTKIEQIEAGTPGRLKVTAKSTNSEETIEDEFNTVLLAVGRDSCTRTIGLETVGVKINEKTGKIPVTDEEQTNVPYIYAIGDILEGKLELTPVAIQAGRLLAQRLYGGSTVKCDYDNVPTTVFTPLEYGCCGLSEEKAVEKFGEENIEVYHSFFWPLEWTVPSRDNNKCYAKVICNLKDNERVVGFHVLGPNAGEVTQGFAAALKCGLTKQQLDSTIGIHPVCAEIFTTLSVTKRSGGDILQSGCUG
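Rat TrxR1, dispensed at 90 nM, was prereduced with 400 uM NADPH (final) for 5 min at ~22 deg C, then incubated with compound 15 min before 400 uM selenite. A first-read NADPH fluorescence drop versus no-compound background flagged substrates.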
Vif-A3G inh: Vif-A3G binding inhibition; 0.076% of 410,000 active; Potency, µM (top dose mostly 46.1 µM), without a hit: at the highest dose activity, negative = active, usual class: inhibitors; HeLa A3G-eYFP + Vif (tagged APOBEC3G with the HIV-1 protein that degrades it), YFP fluorescence, overnight; Q9HC16;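 also: potency is read from the fitted curve at half-maximal effect; % is scaled to controls: 0 for no effect and ±100 for the full control effect; nearly all actives have a fitted effect of over 60% in size; hits raise eYFP signal because A3G escapes Vif-driven loss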
Target sequence (Q9HC16 whole entry, looked up): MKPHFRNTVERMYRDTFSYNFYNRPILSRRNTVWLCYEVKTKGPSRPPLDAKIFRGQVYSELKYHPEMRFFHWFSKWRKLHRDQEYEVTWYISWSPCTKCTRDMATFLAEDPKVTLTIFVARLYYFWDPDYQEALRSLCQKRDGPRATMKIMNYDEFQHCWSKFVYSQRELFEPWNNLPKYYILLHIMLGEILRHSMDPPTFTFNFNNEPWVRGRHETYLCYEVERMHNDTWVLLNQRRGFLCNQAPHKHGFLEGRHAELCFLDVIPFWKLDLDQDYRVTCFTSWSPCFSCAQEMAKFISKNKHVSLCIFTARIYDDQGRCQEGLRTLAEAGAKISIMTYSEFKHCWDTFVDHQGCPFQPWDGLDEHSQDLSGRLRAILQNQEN
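Read-out is eYFP fluorescence (Ex 488/Em 500-530) from Vif-expressing HeLa A3G-eYFP cells; more signal means A3G escaped Vif-mediated degradation. Cells plated overnight, compound pinned in, incubated overnight at 37 deg C.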
TrxR1 inh: inhibitors of rat thioredoxin reductase 1. Potency, µM (top dose mostly 114 µM), without a hit: at the top dose activity change, negative = inhibition, usual class: inhibitors. recombinant rTrxR1, NADPH fluorescence consumption, selenite substrate. O89049. 1% of 390,000 active; also: potency is read from the fitted curve at half-maximal effect; % is scaled to controls: 0 for no effect and ±100 for the full control effect; nearly all actives have a fitted effect of over 65% in size
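Rat TrxR1 (90 nM in the dispensed reagent) was pre-reduced with 400 uM NADPH for 5 min at room temperature, then incubated with compound for 15 min. After 400 uM selenite was added, NADPH fluorescence (Ex 340/Em 450 nm) was followed for 8 min.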
GRP78 ERSR act: inducers of ER stress response in human glioma cells; 0.02% of 420,000 active; U87-MG GRP78 promoter luciferase reporter, 16 h; Potency, µM, for the others: top-dose activation, usual class: activators; AID 602332; also: potency is read from the fitted curve at half-maximal effect; series mostly up to about 76 µM; % of control where 0% means no effect; nearly all actives have a fitted effect of over 35% in size
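Stably transfected U87-MG glioma cells carrying a GRP78-based luciferase sensor; 16 h compound incubation. Luminescence end-point read 10 min after Bright-Glo addition at room temperature.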
The depositor's hits bear a star; ? = inconclusive; . = not tested or not shown; [ ] = remark or other dose. Unless noted, calls follow the shape of the dose curve; as a rule, active = well fitted curve in the direction sought with a large enough effect; inconclusive = small, poorly fitted or top-dose-only effect, or another doubt; inactive = no such curve, though single readings can be large; an effect the other way counts as inactive or inconclusive. An excerpt. The share of hits here may be higher or lower than overall.

SMILES | RGS4 inh | Vif-A3F inh | mIDH1 inhibitor | LDHA inh | USP1-UAF1 inh | TrxR1 substrate | Vif-A3G inh | TrxR1 inh | GRP78 ERSR act
CCC(NC(=O)c1cc(COc2ccc(F)c(F)c2)on1)c1ccncc1 (stereo not drawn) | -15% | -10% | 6% | -1 | -11% | 0% | 1% | 5% | 2%
CCOC(=O)c1c(NC(=O)/C=C/c2ccccc2)sc2c1CCCC2 | 11% | -5% | 0% | 1 | ? | -1% | -4% | 8% | -1%
CCOC(=O)c1c(C)[nH]c(C)c1S(=O)(=O)N1CCC(C(=O)NCc2ccccc2)CC1 | 8% | 5% | 0% | -12 | -21% | 8%[57.1 µM] | 2% | 22%[57.1 µM] | -1%
CCCCCCCCCCCCCC(=O)Nc1ccc(/C=C/c2ccnc3ccccc23)cc1 | . | . | . | 0 | . | -7% | -1% | -9% | 0%
NC1=NC(=O)C2(COC(c3ccccc3Cl)OC2)S1 (stereo not drawn) | 31%[56.9 µM] | -2% | 1% | -7 | -14% | 4% | 0% | 16% | -5%
CCC(=O)Nc1cc(C)c(NC(=O)C23CC4CC(CC(C4)C2)C3)cn1 | 3% | -8% | 4% | 9 | -20% | -5% | 0% | -10% | 2%
CC(=O)N1CCOc2ccc(S(=O)(=O)N3CCCCC3)cc21 | -14% | -9% | -10% | -1 | -9% | 2% | -6% | 0% | -2%
Cc1ccc(S(=O)(=O)N2CCC(C(=O)Nc3ccc4c(c3)COC4=O)CC2)cc1 | 3% | 0% | 2% | 7 | -12% | 7%[57.1 µM] | -1% | 43%[activator][57.1 µM] | 2%
N#Cc1ccc(S(=O)(=O)NC2CCN(Cc3ccccc3)CC2)cc1 | 23% | 0% | 15% | -7 | -19% | 1% | 0% | 6% | -1%
Cc1ccc2c(c1)N(C(=O)CCC(=O)NCc1ccccc1Cl)CC(C)O2 (stereo not drawn) | 11% | 4% | 19% | -4 | -3% | -1% | 2% | 10% | -3%
COc1ccccc1NC(=O)CCN1C(=O)/C(=C/c2cc(OC)c(OC)c(OC)c2)SC1=S | -10% | 4% | -5% | 1 | -20% | -11% | 2% | -1% | -4%
COc1cc(NC(=O)C2CCCN2S(=O)(=O)c2cccc3cccnc23)cc(OC)c1OC (stereo not drawn) | -7% | -13% | -2% | 0 | -14% | -5% | 2% | -13% | -2%
COc1ccc(OC)c(CN2CCN(CCCc3ccccc3)C(CCO)C2)c1 (stereo not drawn) | 17% | 3% | 11% | -4 | 4% | 1% | 1% | 6% | -4%
CC(C)CCN1CCN(Cc2ccc(Oc3ncccn3)cc2)CC1CCO (stereo not drawn) | 2% | -18% | 2% | -4 | -7% | -1% | 2% | 8% | -3%
CC12CC3CC(C)(C1)CC(C(=O)NNC(=O)c1ccncc1)(C3)C2 | -11% | 4% | 6% | 1 | -22% | 5% | 2% | 15% | -2%
O=c1cc(N2CCCCC2)c(-c2ccccc2)nn1Cc1cccc(F)c1 | 12% | ? | -5% | -7 | -9% | -2% | -7% | 13% | -1%
Cc1cccc(N(Cc2ccccc2)C(=O)CSC(C)C(=O)Nc2cc(C)on2)c1 (stereo not drawn) | -1% | -6% | 2% | -6 | -10% | -1% | 0% | 13% | -5%
CCCCCCCN1C=CC(=O)CC1 | 4% | 4% | -4% | 0 | -18% | 0% | -3% | 11% | -5%
N/C(=N\OC(=O)c1ccc2ccccc2c1)c1ccc(Br)cc1 | -2% | 2% | 1% | -5 | -20% | -3% | 0% | 20%[57.1 µM] | 2%
O=C(OCC(=O)N1CCCC1)c1ccc(NS(=O)(=O)c2cccs2)cc1O | 0% | 2% | 4% | -7 | -17% | 10%[57.1 µM] | 0% | 12%[57.1 µM] | 2%

Two compounds from above, limited to Vif-A3F inh and TrxR1 inh:
| compound | Vif-A3F inh | TrxR1 inh |
| --- | --- | --- |
| CC(C)CCN1CCN(Cc2ccc(Oc3ncccn3)cc2)CC1CCO (stereo not drawn) | -18% | 8% |
| CC12CC3CC(C)(C1)CC(C(=O)NNC(=O)c1ccncc1)(C3)C2 | 4% | 15% |

Continuation:
SMILES | RGS4 inh | Vif-A3F inh | mIDH1 inhibitor | LDHA inh | USP1-UAF1 inh | TrxR1 substrate | Vif-A3G inh | TrxR1 inh | GRP78 ERSR act
Clc1ccc(C2CC(c3cccs3)n3ncnc3N2)cc1 (stereo not drawn) | -5% | 5% | -10% | -9 | -9% | 2%[57.1 µM] | -7% | 19% | -6%
O=C(CSc1ccccc1)NCC(c1ccco1)N1CCCCC1 (stereo not drawn) | -3% | 0% | -3% | 3 | -17% | -1% | 1% | 16% | 1%
O=C(Nc1cccc(Cl)c1)N1CCCCCC1 | 0% | 3% | 1% | -6 | -9% | 5%[57.1 µM] | 0% | 1%[57.1 µM] | -6%
O=C(Cn1c(-c2cccs2)cc2ccccc21)NCCCN1CCN(c2ccc(F)cc2)CC1 | 13% | 0% | -16% | -1 | -9% | 7% | 1% | 7% | -2%
COc1ccc(NC(=O)CSc2oc(-c3ccco3)nc2S(=O)(=O)c2ccc(C)cc2)c(OC)c1 | -14% | -6% | -1% | 6 | -14% | 2%[2.29 µM] | -1% | 11% | -4%
CCN(CC)S(=O)(=O)c1ccc2oc(C(=O)N3CCc4ccccc4C3)c(C)c2c1 | 9% | 1% | 0% | 2 | -15% | -4% | 1% | -16% | -3%
Cc1sc2c(c1C)c(=O)n(Cc1ccccc1)c(=O)n2CC(=O)Nc1cccc(Cl)c1 | 15% | . | . | -7 | ? | -4% | . | 16% | .
O=C(N/N=C\c1cc([N+](=O)[O-])ccc1N1CCCC1)c1ccccn1 | 19%[11.4 µM] | -15% | 11% | -1 | -26% | -8% | 2% | -6% | 1%
CN(C(=O)CSc1nnc(-c2ccco2)n1Cc1ccccc1)C1CCS(=O)(=O)C1 (stereo not drawn) | -10% | 2% | -3% | 0 | -11% | 5% | -9% | -16% | -2%
CCOC(=O)Cn1c(=O)n(C2CCCC2)c(=O)c2ccccc21 | -14%[11.4 µM] | -1% | 4% | 2 | -17% | 8%[57.1 µM] | 0% | 2%[57.1 µM] | 2%
Cc1snc(S(=O)(=O)/C(C#N)=N/Nc2ccc(C(F)(F)F)cc2)c1C#N | -5% | 0% | -9% | -5 | -11% | -22% | 3% | -26% | -1%
O=C(COc1ccccc1F)OCC(=O)c1ccc([N+](=O)[O-])cc1 | -23% | -5% | 13% | 0 | -1% | -14% | -1% | -22% | -5%
CN(C(=O)COC(=O)c1cc([N+](=O)[O-])ccc1N1CCCC1)C1CCS(=O)(=O)C1 (stereo not drawn) | -13% | 11% | 4% | -5 | -2% | -2%[57.1 µM] | -2% | 19%[57.1 µM] | 4%
CCc1cc(CNC(=O)c2ccc(OC3CCN(CCc4ccccc4)CC3)cc2)on1 | 3% | 2% | -6% | -1 | -22% | 6% | -9% | 20% | 0%
CC(NC(=O)c1ccccc1F)c1ccccc1 (stereo not drawn) | -2% | -6% | 0% | 0 | -13% | 2% | 1% | 8% | 0%
Nc1ccc(O)c2c1C(=O)c1ccccc1C2=O | -35% | -2% | 17% | 9 | -22% | -4% | 3% | -3% | -2%
COc1cccc2cc(C(=O)NC(C)C3CCCO3)c(=O)oc12 (stereo not drawn) | 6% | -6% | 1% | -8 | 1% | 3%[57.1 µM] | 2% | 13%[57.1 µM] | 5%
COc1ccc(C(=O)NCC(c2ccco2)N2CCc3ccccc32)cc1 (stereo not drawn) | -3% | -4% | 10% | -4 | -24% | -1%[57.1 µM] | ? | -1%[57.1 µM] | -3%
O=C(COC(=O)c1ccccc1F)Nc1cc(S(=O)(=O)N2CCOCC2)ccc1N1CCCC1 | 5% | -5% | 23% | -3 | -15% | 4%[57.1 µM] | 2% | 5%[57.1 µM] | 0%
Cc1c(C(=O)N(C)CC(=O)Nc2cccc(F)c2)oc2c(Cl)cccc12 | 16% | -5% | 6% | -5 | -15% | -9% | -5% | -1% | -2%
CCOc1ccc(S(=O)(=O)N2CCCCC2)cc1NC(=O)C1CSC2(C)CCC(=O)N12 (stereo not drawn) | -3% | 1% | -2% | -2 | -21% | -19%[57.1 µM] | -7% | 11% | -2%
C[N+](C)(C)CCCN(Cc1ccc2c(c1)OCO2)C(=O)NC1CCCCC1 | -17% | 4% | 12% | -21 | -5% | -1% | 1% | 9% | -2%
COc1cccc(C2=NOC(C(=O)NCc3ccccn3)C2)c1 (stereo not drawn) | 24% | 0% | 16% | -5 | 3% | 4% | 0% | 7% | -3%
CCCc1nnc(NC(=O)c2ccc(S(=O)(=O)N(C)c3ccccc3OC)cc2)s1 | 9% | -4% | -1% | 3 | -1% | -1% | -2% | 9% | 6%
CCOc1ccc(N(CC(=O)NC2CCCC2)S(=O)(=O)c2ccccc2)cc1 | -8% | 10% | 2% | -3 | -15% | 5%[57.1 µM] | -2% | 8%[57.1 µM] | -7%
COc1cccc(-n2c(SCC(=O)N3CCOCC3)nc3c([nH]c4ccccc43)c2=O)c1 | -26% | -6% | 0% | -6 | -11% | -3% | -10% | 17% | -4%
